Bioassay records from PubChem.
TNAP activation fold – human TNAP enzyme activators, primary screen, biochemical, luminescent, no phosphate acceptor, uHTS (AID 1001); purified TNAP, luminescent activation assay, no phosphate acceptor; higher activation fold means a stronger effect; one-dose activation fold at 20 µM; EC50 in µM for titrated hits; hit rate 0.03% among 200,000; in the data active means activation fold from about 3, or a potency from the dose series; inactive means the rest, 99 in 100 with activation fold below about 1.6; further: many of its hits are not listed in these tables
NTR1 ag – NTR1-driven beta-arrestin-GFP spot formation – imaging, U2OS cells, high content, primary screen (AID 493036). activation, % at 20 µM. hit rate 0.17% among 330,000. P30989. agonist mode;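 active means activation at or above 40% of the spot to cytoplasm intensity ratio, with at least 20 cells analyzed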;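 further: 0% = DMSO without peptide and 100% = 100 nM NTR1 peptide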
Target sequence (P30989 whole entry, looked up): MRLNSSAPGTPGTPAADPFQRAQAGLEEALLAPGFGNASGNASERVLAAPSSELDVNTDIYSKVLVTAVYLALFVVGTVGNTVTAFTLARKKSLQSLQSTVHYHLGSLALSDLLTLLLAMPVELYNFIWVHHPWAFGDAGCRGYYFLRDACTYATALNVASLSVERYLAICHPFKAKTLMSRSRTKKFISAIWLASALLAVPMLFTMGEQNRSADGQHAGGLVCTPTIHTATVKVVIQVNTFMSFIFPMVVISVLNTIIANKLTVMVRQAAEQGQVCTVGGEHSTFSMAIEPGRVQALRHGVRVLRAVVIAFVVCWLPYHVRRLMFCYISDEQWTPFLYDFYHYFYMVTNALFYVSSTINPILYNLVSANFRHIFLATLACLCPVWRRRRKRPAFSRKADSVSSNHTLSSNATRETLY
KOR beta-arrestin-1 – kappa opioid receptor blockers – cell-based, luminescence, uHTS (AID 1778); hit rate 0.091% among 290,000; KOR beta-arrestin recruitment, luminescence, antagonist mode; higher % means a stronger effect; one-dose inhibition, % at 10 µM; IC50 in µM for titrated hits; further: strong numbers were not always called active
KOR beta-arrestin-2 – kappa opioid receptor activators – cell-based, luminescence, uHTS, primary screen (AID 1777) | hit rate 0.02% among 280,000 | activation, % at 10 µM, or EC50 in µM where a hit was titrated | KOR beta-arrestin recruitment, luminescence; higher % means a stronger effect; in the data active means activation above about 50%, passing the limit was not always enough; further: a part of the inactive calls stands beside numbers as strong as those of hits
HEK293 NOD2/NF-kB – inhibition of NOD2-driven NF-kB reporter – cell-based, luminescence, uHTS, HEK293 (AID 1566); HEK293 NOD2/NF-kB luciferase reporter, luminescence; higher % means a stronger effect; inhibition, % at 4 µM, or EC50 in µM where a hit was titrated; hit rate 0.63% among 290,000; further: many of its hits are not listed in these tables
GPR55 beta-arrestin – selective activators of receptor GPR55 – imaging, U2OS cells, beta-arrestin-GFP redistribution, primary screen (AID 1961); U2OS GPR55 beta-arrestin-GFP redistribution imaging; higher % means a stronger effect; one-dose activation, % at 10 µM; EC50 in µM for titrated hits; hit rate 0.048% among 290,000;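 active means activation above 40% with more than 50 cells counted in the well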;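 further: U2OS osteosarcoma cells stably expressing GPR55 and beta-arrestin-GFP; plate controls were DMSO negative control for no effect and LPI positive control for full effect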
CSM14.1 death rescue – protection against thapsigargin-triggered cell killing – 384-well, CSM14.1, ATP luminescence, primary screen (AID 1222); cellular ATP content (survival), % at 20 µM; hits with a dose series show EC50 in µM; CSM14.1 thapsigargin-induced death rescue, ATP luminescence; higher % means a stronger effect; 190,000 tested, under 10 active;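 active means EC50 below 50 µM in the dose-response confirmation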;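 further: death triggered by thapsigargin at about 15 µM added after 2 h compound pretreatment; cell ATP read after overnight thapsigargin exposure of roughly 18 to 22 hours; normalized against plate controls of thapsigargin alone and 5% DMSO vehicle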
NOD1 NF-kB reporter – inhibition of NOD1-driven NF-kB reporter – cell-based, luminescence, uHTS, primary screen (AID 1578) | NOD1-driven NF-kB luciferase reporter cells, luminescence; higher % means a stronger effect | inhibition, % at 4 µM; hits with a dose series show EC50 in µM | hit rate 1% among 290,000; in the data active means inhibition mostly above about 36%, no sharp cut-off; inactive means mostly below about 34%;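 further: HEK-293T reporter cells stimulated with the NOD1 agonist gamma-tri-DAP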
Yfh1-off respiration – enhancers of respiration in Yfh1-depleted yeast, dose response, Friedreich's ataxia, plus single-dose screen (AID 1465); S. cerevisiae Yfh1-off respiration, WST-1 reduction, 72 h; higher fold induction means a stronger effect; one-dose fold induction at 50 µM; EC50 in µM for titrated hits; hit rate 0.074% among 220,000;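 active means fold induction of absorbance versus untreated yeast above a set limit, then at least 30% activation at any dose in follow-up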;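 further: activators that raise dye reduction in frataxin-depleted yeast; strong numbers were not always called active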
NTR1 ag cell count 20 µM – second read-out of NTR1 ag, no call of its own (marks repeat the call); cell count; measured here: cell count, cytotoxicity flag
Numbers without * were called inactive; i = inactive; nt = no result given; [ ] = dose if it differs, or a comment. Unless noted, no stated cut-off is given here; in the data, active means inhibition above about 50%; inactive means the rest.

SMILES	TNAP activation fold	NTR1 ag	NTR1 ag cell count 20 µM	KOR beta-arrestin-1	KOR beta-arrestin-2	HEK293 NOD2/NF-kB	GPR55 beta-arrestin	CSM14.1 death rescue	NOD1 NF-kB reporter	Yfh1-off respiration
c1cncc(-c2nnc(SCc3cccc4ccccc34)o2)c1	1.2	4.7	64	16%	2.2%	10%	-0.1%	-0.3%	-8%	nt
CCCCCCCCCCC(=O)Nc1cccnc1	1.1	0.4	35	4%[20 µM]	-0.9%	8%	-0.2%	-0.1%	-12%	i
CC1=C(C(=O)NCc2ccccc2)C(c2cccs2)NC(=S)N1 (configuration not stated)	1.1	0.3	50	-9%	2.7%	-2%	-0.1%	0.6%	-30%	i
Cc1cc(NC(=O)c2ccccc2Cl)ccc1NC(=O)c1ccccc1Cl	nt	1.1	59	-8%[20 µM]	-0.7%	2%	0.7%	nt	-26%	nt
CC(=O)N1CCSc2ccc(S(=O)(=O)NCCc3cccc(C)c3)cc21	nt	0.7	76	-43%	6.0%	36%	0.0%	nt	20%	nt
Cc1c(C(=O)Oc2cc(N)n(S(C)(=O)=O)n2)cccc1[N+](=O)[O-]	1	3.3	72	-8%	3.2%	15%	-0.2%	0.2%	-18%	i
O=C(COC(=O)c1ccco1)Nc1ccc2c(c1)OCO2	1	-0.9	56	-8%	-8.4%	11%	-0.3%	0.1%	0%	i
O=C(Oc1cccc(NC(=O)c2ccco2)c1)c1cccc(S(=O)(=O)N2CCCC2)c1	1	0.8	79	18%	-3.7%	24%	0.0%	0.6%	-1%	i
COc1ccc(S(=O)(=O)NCCCN2CCCC2=O)cc1OC	nt	1.9	55	16%	-2.3%	-1%	0.0%	nt	-22%	nt
COc1ccccc1C(C)NCC(=O)NCc1ccc(C)cc1 (configuration not stated)	nt	-0.3	94	10%	2.0%	15%	0.6%	nt	-4%	nt
CCOC(=O)c1c(C)[nH]c(C)c1S(=O)(=O)N(C)CC(=O)Nc1ccccc1C	nt	0.4	63	-23%	-3.8%	6%	-0.1%	nt	-6%	nt
C/C(=N\NC(=O)c1ccc(N/N=C(\C)c2ccc(O)cc2)cc1)c1ccc(O)cc1	nt	3.5	81	-14%	-0.6%	-28%	0.2%	nt	-5%	i
CCCOc1ccc(C(=O)Nc2ccc(CN3CCOCC3)cc2)cc1	nt	-0.1	52	-21%	-0.4%	10%	0.0%	nt	2%	nt
COc1ccccc1/C=C/C(=O)NC(=S)Nc1ccccn1	nt	0.6	67	17%	1.9%	-43%	0.5%	nt	-24%	nt
Cc1ccc[n+](CC(=O)Nc2ccc([N+](=O)[O-])cc2Cl)c1	1.1	0.0	84	3%	-0.5%	-7%	-0.1%	-2.1%	11%	i
NC(=O)C1(N2CCCCC2)CCN(C(=S)Nc2cc(F)cc(F)c2)CC1	1	-2.3	58	-2%[20 µM]	-1.8%	1%	-0.1%	-1.0%	-19%	i
COc1ccc(CN2C3CCC2CC(NC(=O)c2cccc(F)c2)C3)cc1 (configuration not stated)	nt	-0.5	52	-13%	2.7%	-3%	0.2%	nt	2%	nt
COc1cc2[nH]c(=S)n(C3CCCC3)c(=O)c2cc1OC	1.1	6.9	77	-3%	3.2%	-2%	-0.1%	1.0%	-10%	i
Cc1cccc(-c2nc3ccccc3c(=O)n2NC(=O)Cc2ccc(Cl)cc2)c1	1.1	1.8	84	-19%	9.5%	15%	-0.3%	-3.0%	-18%	i
CC(C)OCCCNC(=O)c1cc(S(=O)(=O)N2CCc3ccccc32)cn1C	nt	1.0	79	7%[20 µM]	-5.1%	22%	-0.1%	nt	12%	nt

Structural class, the compounds so far with four or more nitrogen atoms (3)
SMILES	TNAP activation fold	NTR1 ag	NTR1 ag cell count 20 µM	KOR beta-arrestin-1	KOR beta-arrestin-2	HEK293 NOD2/NF-kB	GPR55 beta-arrestin	CSM14.1 death rescue	NOD1 NF-kB reporter	Yfh1-off respiration
Cc1c(C(=O)Oc2cc(N)n(S(C)(=O)=O)n2)cccc1[N+](=O)[O-]	1	3.3	72	-8%	3.2%	15%	-0.2%	0.2%	-18%	i
C/C(=N\NC(=O)c1ccc(N/N=C(\C)c2ccc(O)cc2)cc1)c1ccc(O)cc1	nt	3.5	81	-14%	-0.6%	-28%	0.2%	nt	-5%	i
NC(=O)C1(N2CCCCC2)CCN(C(=S)Nc2cc(F)cc(F)c2)CC1	1	-2.3	58	-2%[20 µM]	-1.8%	1%	-0.1%	-1.0%	-19%	i

The listing continues.
SMILES	TNAP activation fold	NTR1 ag	NTR1 ag cell count 20 µM	KOR beta-arrestin-1	KOR beta-arrestin-2	HEK293 NOD2/NF-kB	GPR55 beta-arrestin	CSM14.1 death rescue	NOD1 NF-kB reporter	Yfh1-off respiration
COCCNC(=O)c1cc2c(-c3ccc(Cl)cc3)nn(C)c2s1	1.1	0.7	53	10%	-1.3%	8%	0.2%	-0.6%	-22%	i
CC(C)c1ccc(N(CC(=O)NC(C)(C)C)C(=O)CCC(=O)Nc2nccs2)cc1	nt	-0.2	58	-32%[20 µM]	-2.9%	10%	-0.3%	nt	-25%	nt
Cc1ccccc1N1CCN(Cc2ccc([N+](=O)[O-])o2)CC1	nt	0.7	49	-16%[20 µM]	1.2%	-20%	0.5%	nt	-36%	nt
O=C(NCc1n[nH]c(=S)n1-c1ccc(F)cc1)c1ccc(S(=O)(=O)N2CCCC2)cc1	1	-0.1	58	23%	-4.5%	6%	-0.1%	-0.7%	-9%	i
O=C(Cc1ccccc1)Nc1nonc1NC(=O)c1ccccc1	1.1	0.0	57	-41%	5.3%	7%	0.9%	-0.7%	nt	i
Cc1ccc2c(c1)C(=O)C(=O)N2CC1COc2ccccc2O1 (configuration not stated)	nt	8.3	81	-177%	-2.3%	10%	-0.2%	nt	-5%	nt
CN1CCc2nc(SCC(=O)Nc3cccc(F)c3)c(C#N)c(-c3cccs3)c2C1	1.1	1.4	57	-44%	5.1%	-8%	0.0%	-5.6%	13%	i
COc1ccc(-c2noc(COc3ccc(Cl)c(C)c3)n2)cc1	1.2	4.4	87	-18%	-3.5%	-6%	0.2%	nt	-16%	i
CC1C(=O)Nc2ccccc2N1C(=O)c1ccc(O)cc1 (configuration not stated)	nt	1.2	80	-15%	0.2%	-10%	0.7%	nt	0%	nt
COC(=O)[C@H](C)[C@H]1C[C@]1(C)[C@H](NC(=O)OCc1ccccc1)c1ccccc1	1.1	-3.7	90	26%	1.3%	5%	-0.1%	-1.9%	-8%	i
CC(=O)Nc1ccc(S(=O)(=O)N2CCN(CCCOc3ccccc3Cl)CC2)cc1	0.6	-0.8	94	18%	-3.6%	16%	-0.1%	2.1%	11%	i
CCOc1cc(CNCC(C)C)cc(Cl)c1OCc1ccccc1	1.1	1.7	48	-9%[20 µM]	-4.7%	-2%	-0.1%	-3.1%	-10%	i
O=C(NNC(=O)c1ccccn1)c1cccc([N+](=O)[O-])c1	2.7	0.1	52	-17%	-3.3%	8%	-0.6%	1.6%	-43%	i
COc1ccc(NC(=O)c2cc(-c3ccc(C)cc3)on2)cc1	nt	0.7	52	-26%[20 µM]	-1.0%	-9%	0.0%	nt	53%	nt
COc1ccc(-n2c(SCC(=O)OC(C)C)nnc2-c2ccccn2)cc1	1.1	-4.5	89	33%	1.5%	5%	-0.2%	16%	-15%	i
O=C(CCn1cnc2ccccc2c1=O)Nc1cccc(Cl)c1	1.1	-2.8	95	24%	-4.0%	0%	-0.1%	0.0%	-16%	i
O=C(NCCCN1CCOCC1)C1CCCN(S(=O)(=O)N2CCCCC2)C1 (configuration not stated)	nt	-0.5	48	-3%	-3.8%	9%	-0.1%	nt	-9%	nt
O=[N+]([O-])c1ccc(C23CC4CC(CC(O)(C4)C2)C3)cc1	nt	nt	nt	-21%	-7.3%	-16%	-0.2%	nt	-49%	nt
CCOc1ccc(C(=S)NC2CCCCC2)cc1	1.1	0.9	62	-1%	-2.8%	-50%	-0.1%	-1.6%	-27%	i
CCCCCCCN1C2=NCCN2c2ccccc21	nt	-1.5	77	6%	1.2%	23%	0.3%	nt	36%*	i
CCOC(=O)C1=C(N)Oc2c(oc(CO)cc2=O)C1c1ccc(F)c(F)c1 (configuration not stated)	1.1	1.6	56	-9%[20 µM]	nt	11%	-0.1%	-1.0%	-17%	i
Cc1ccc(S(=O)(=O)N(CCC(=O)O)c2ccccc2)cc1	1	0.9	68	-20%	13%	11%	-0.3%	-4.7%	17%	i
O=C(CC(c1ccco1)C1CCCCC1=O)c1ccco1 (configuration not stated)	1.1	1.1	32	-2%	18%	8%	-0.3%	-1.9%	-3%	i
CCC(C)NC(=O)c1ccccc1NC(=O)/C(=C/c1ccc(OC)cc1)c1ccccc1 (configuration not stated)	1	8.2	55	1%	-1.8%	21%	0.2%	5.5%	-11%	i
CCc1cccc(Oc2nn[nH]n2)c1	1.1	-2.3	57	11%	-0.1%	13%	-0.2%	3.6%	9%	i
Cc1ccc(NC(=O)Cn2c(=O)oc3ccccc32)cc1	1	-1.0	55	21%[20 µM]	nt	5%	0.5%	-0.3%	-39%	i
Cc1cccc(COc2ccc(/C=C3/C(=O)N(C)C(=S)N3C)cc2)c1	nt	1.9	64	-40%[20 µM]	0.8%	10%	-0.2%	nt	-1%	nt
CC1CC(C)(C)NC(=S)N1CCC(=O)NCc1ccc(Cl)cc1 (configuration not stated)	1	0.7	62	-8%	-0.2%	4%	-0.2%	-0.2%	-28%	i
O=C1C2CC=C(Cl)CC2C(=O)N1CCc1c[nH]c2ccccc12 (configuration not stated)	1.1	-0.2	43	10%	0.8%	0%	0.4%	-3.7%	-39%	i
CCC1(c2ccc(F)cc2)NC(=O)N(CC(=O)Nc2cc(S(=O)(=O)N(C)C)ccc2Cl)C1=O (configuration not stated)	1.1	2.4	47	7%	0.3%	17%	-0.4%	-0.7%	-36%	i
O=C(NCCc1ccccn1)c1ccc2nc(Cc3ccccc3F)oc2c1	nt	-0.3	61	23%	0.0%	-29%	-0.1%	nt	-25%	nt
CC(=O)Nc1ccccc1Sc1ccccc1	1.1	-0.2	78	-24%	-1.0%	-2%	0.3%	nt	nt	i
COCCNC(=O)NC(=O)CN1C(=O)NC(Cc2c[nH]c3ccccc23)C1=O (configuration not stated)	nt	-0.1	60	-7%	2.5%	-6%	nt	nt	-51%	nt
COc1ccc(-n2nc(C)cc2N)cc1	1.1	0.5	36	-11%[20 µM]	nt	-4%	-0.1%	-0.1%	-31%	i
O=C1CN(c2nc(-c3cccnc3)nc3sc4c(c23)CCCC4)CCN1	1.1	3.3	54	-15%	-3.2%	23%	-0.2%	-1.2%	28%	i
Cc1ccccc1Cn1cnc2c(NS(C)(=O)=O)c(C)c(C)cc21	1.1	-1.3	77	-10%	1.6%	6%	-0.3%	-0.7%	9%	i

Printed as active in NOD1 NF-kB reporter (from the list above):
SMILES | TNAP activation fold | KOR beta-arrestin-1 | KOR beta-arrestin-2 | HEK293 NOD2/NF-kB | GPR55 beta-arrestin | NOD1 NF-kB reporter
CCCCCCCN1C2=NCCN2c2ccccc21 | nt | 6% | 1.2% | 23% | 0.3% | 36%*

Only part of the results is shown; count on the stated rates, not on these rows.
